From PubChem
LMPTP block = LMPTP phosphatase inhibitors, primary screen, biochemical, fluorescence intensity, uHTS | recombinant LMPTP-A, OMFP fluorogenic substrate | inhibition, % at 20 µM | AID 651560, 2012 | 360,000 compounds, 0.22% hits;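 active = compounds that cut the enzyme signal by at least half of the control window in the single-dose screen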;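 note: plate controls were DMSO wells with enzyme plus substrate for no effect and substrate without enzyme for full effect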
Target sequence (P24666 whole entry, looked up): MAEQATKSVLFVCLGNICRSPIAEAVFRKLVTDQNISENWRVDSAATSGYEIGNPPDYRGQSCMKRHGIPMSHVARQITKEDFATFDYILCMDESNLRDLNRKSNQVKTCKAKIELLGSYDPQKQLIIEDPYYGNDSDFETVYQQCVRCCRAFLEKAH
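material = LMPTP-A | quantity = 0.625 nM enzyme | reagent = OMFP substrate, 400 µM final | buffer or medium = Bis-Tris pH 6.0, DTT, detergent | detection = endpoint fluorescence intensity from OMFP dephosphorylation | dosing = single 20 µM dose | read-out basis = % inhibition relative to no-enzyme and uninhibited control wells | control set = no-enzyme and uninhibited controls | timing = 50 min at room temperature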
MsrA inh = bovine MsrA enzyme inhibitors, primary screen, biochemical, absorbance, HTS. Methionine sulfoxide reductase A (Bos taurus). purified bovine MsrA, absorbance read-out. inhibition, % at 15.5 µM. 360,000 compounds, 0.75% hits; in the data active = inhibition above about 4.5%;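 note: 0% = vehicle wells with enzyme and 100% = reference inhibitor wells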
Scp-1 inhibitor = Scp-1 phosphatase inhibitors, primary screen, biochemical, colorimetric, uHTS; 340,000 compounds, 0.88% hits; Carboxy-terminal domain RNA polymerase II polypeptide A small phosphatase 1 (Homo …; inhibition, % at 20 µM; Recombinant Scp1, phosphopeptide, malachite green phosphate absorbance;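 active = inhibition above about 50% at 20 µM, limit read from the data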;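 note: plate controls were DMSO wells with enzyme for no effect and wells lacking enzyme for full effect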
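assay system = SCP-1 phosphatase catalytic domain, residues 76-261 | buffer or medium = 50 mM Tris acetate pH 5.5, 0.005% Tween-20, 10 mM MgCl2 | incubation = enzyme reaction 45 min at room temperature, colour 5 min, stabilisation 30 min | signal = Phosphate-binding colour reagent, absorbance read at 630 nm | measure = % inhibition at 20 µM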
CendR NRP1 mod = modulators of CendR peptide binding to NRP-1, primary screen, biochemical, fluorescence polarization, uHTS; Neuropilin-1 (Homo sapiens), O14786; FAM-RPARPAR peptide binding to NRP-1; inhibition, % at 25 µM; 360,000 compounds, 0.85% hits; AID 602438, 2012;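 active = inhibition or corrected inhibition above about 18%, plus a signal ratio from 0.5 to 1.5, limit read from the data, passing the limit was not always enough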; note: strong numbers were not always called active
MsrA act = bovine MsrA enzyme activators, primary screen, biochemical, absorbance, HTS. purified bovine MsrA, absorbance read-out. activation, % at 10.6 µM. 360,000 compounds, 0.3% hits. AID 602163, 2012; in the data active = activation above about 7.5%;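 note: 0% = vehicle and 100% = reference activator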
STEP block = STEP phosphatase inhibitors, primary screen, biochemical, fluorescence intensity, uHTS; recombinant STEP, OMFP fluorogenic substrate; 360,000 compounds, 0.25% hits; AID 588621, 2011; inhibition, % at 20 µM; Tyrosine-protein phosphatase non-receptor type 5 (Homo sapiens), P54829;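 active = inhibition at 20 µM, scaled per plate between control wells, above about 37%, limit read from the data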;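 note: 0% = DMSO with enzyme and substrate and 100% = substrate only without enzyme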
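material = STEP tyrosine phosphatase | reagent = fluorogenic phosphatase substrate OMFP at 25 µM final | doses = single compound dose of 20 µM, 1% DMSO final | schedule = 20 min reaction, room temperature, in the dark | measured by = fluorescence, 480/540 nm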
Tb MetRS inh = T. brucei MetRS inhibitors, primary screen, biochemical, luminescence; purified T. brucei MetRS, ATP depletion, Kinase-Glo luminescence; methionyl-tRNA synthetase (Trypanosoma brucei brucei); inhibition, % at 11.9 µM; 360,000 compounds, 0.4% hits;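 active = inhibition above a per-plate cutoff of the control wells' mean inhibition plus 3 SD, cut at about 5.5% in these data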;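 note: 0% = DMSO wells median and 100% = median of wells with control inhibitor compound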
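technique = Kinase-Glo luminescence, ATP depletion format | system = purified MetRS (methionyl-tRNA synthetase) enzyme from Trypanosoma brucei | timing = 15 min preincubation, 2 h reaction, all 25 °C | evaluation = percent inhibition versus plate control medians | dosing = single dose, 11.9 µM final nominal, 0.9% final DMSO | also added = substrates ATP, L-methionine and bulk Escherichia coli tRNA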
DNMT1 inh = human DNMT1 methyltransferase inhibitors, primary screen, biochemical, molecular beacon, fluorescence, HinP1I cleavage, uHTS; 360,000 compounds, 0.83% hits; inhibition (reported as % activation of signal), % at 10 µM; in the data active = inhibition above about 50%
eLon inh = inhibitors of E. coli Lon protease, primary screen, biochemical, fluorescence polarization. purified E. coli Lon protease. 360,000 compounds, 0.42% hits. P0A9M0. inhibition, % at 7.94 µM; in the data active = inhibition above about 13%, passing the limit was not always enough;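 note: 0% = enzyme with probe and DMSO and 100% = no enzyme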
Target sequence (P0A9M0 whole entry, looked up): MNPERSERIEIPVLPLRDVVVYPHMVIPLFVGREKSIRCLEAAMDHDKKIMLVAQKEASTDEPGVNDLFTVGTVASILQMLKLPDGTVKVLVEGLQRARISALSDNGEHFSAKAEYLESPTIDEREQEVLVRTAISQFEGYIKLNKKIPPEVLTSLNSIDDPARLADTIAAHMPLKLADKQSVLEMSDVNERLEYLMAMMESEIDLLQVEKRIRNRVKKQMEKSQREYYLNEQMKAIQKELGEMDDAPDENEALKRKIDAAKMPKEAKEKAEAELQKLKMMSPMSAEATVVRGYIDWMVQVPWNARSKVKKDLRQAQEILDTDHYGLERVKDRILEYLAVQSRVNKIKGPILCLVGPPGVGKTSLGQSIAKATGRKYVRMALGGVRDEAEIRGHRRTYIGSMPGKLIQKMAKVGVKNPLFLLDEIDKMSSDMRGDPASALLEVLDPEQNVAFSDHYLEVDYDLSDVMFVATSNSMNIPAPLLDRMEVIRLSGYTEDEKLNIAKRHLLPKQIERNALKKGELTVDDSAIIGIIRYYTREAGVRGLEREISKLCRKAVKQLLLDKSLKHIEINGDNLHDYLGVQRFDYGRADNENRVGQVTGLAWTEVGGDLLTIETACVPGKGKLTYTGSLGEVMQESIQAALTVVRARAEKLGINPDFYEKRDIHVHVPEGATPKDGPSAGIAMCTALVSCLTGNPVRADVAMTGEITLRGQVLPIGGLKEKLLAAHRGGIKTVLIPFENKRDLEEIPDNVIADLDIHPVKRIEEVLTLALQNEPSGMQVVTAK
SUMO1-SIM PPI = modulators of SUMO1 protein-protein interactions, primary screen, biochemical, uHTS. Small ubiquitin-related modifier 1 (Homo sapiens), P63165. SUMO1 binding to a labelled peptide, TR-FRET, 1 h. inhibition, % at 20 µM. 360,000 compounds, 0.33% hits. AID 602429, 2012; in the data active = inhibition above about 37%
An asterisk follows results filed as active; · = not tested or not shown.

[1] O=C(COc1ccc(Br)cc1)NC1CC1
[2] O=C(CSc1nnc2ccccn12)Nc1nsc(-c2ccccc2)n1
[3] COc1ccc(C2C(=O)c3ccccc3C2=O)c(OC)c1
[4] CCOc1ccc(N(CC(=O)Nc2nccs2)S(=O)(=O)c2c(C)[nH]c(=O)[nH]c2=O)cc1
[5] CSCc1ccc(C(=O)NCc2ccc(F)cc2)cc1
[6] Cc1ccc(S(=O)(=O)Nc2nc3c(s2)C(=O)CC(C)(C)C3)cc1
Assay by compound | 1 | 2 | 3 | 4 | 5 | 6
LMPTP block | -0.1 | -1.0 | -1.8 | -1.1 | 0.9 | -0.2
MsrA inh | 0.7 | 0.5 | 0.2 | -1.2 | -0.5 | 6.7*
Scp-1 inhibitor | -5 | -4 | -2 | -1 | 0 | 3
CendR NRP1 mod | 5 | 4 | 8 | 1 | 3 | -14
MsrA act | -4 | -2 | -1 | -4 | -9 | -12
STEP block | 0 | 0 | 1 | -3 | -2 | 1
Tb MetRS inh | -0.2 | -0.4 | -0.5 | -0.5 | -1.3 | -1.1
DNMT1 inh | 2 | 4 | -2 | -1 | -3 | 1
eLon inh | -4 | -31 | 1 | -1 | 10 | -7
SUMO1-SIM PPI | 0 | 0 | -21 | 15 | 0 | 1

[7] O=C(Nc1nc2ccccc2s1)C1CCCO1 (centres undefined)
[8] CCCCc1cc(=O)oc2cc(C)cc(OCC(=O)O)c12
[9] COC(=O)c1cn(-c2ccccc2)nc1-c1ccc(OC)c(OC)c1
[10] COc1ccc2[nH]c3c(c2c1)CCN1C(=O)C(CC(=O)NCCC2=CCCCC2)C[C@H](C(=O)N2CCOCC2)[C@@]31C (some centres undefined)
[11] Cc1nn(-c2ccccc2)c(Cl)c1/C=C(\CC(=O)O)c1nc2ccccc2s1
[12] NC(N)=NS(=O)(=O)c1ccc(NC(=S)NC(=O)c2sc3ccccc3c2Cl)cc1
Assay by compound | 7 | 8 | 9 | 10 | 11 | 12
LMPTP block | 0.2 | -0.8 | -1.0 | -1.5 | 0.6 | 5.6
MsrA inh | -0.3 | 0.3 | 3.1 | 2.5 | 3.2 | 1.4
Scp-1 inhibitor | -5 | -5 | -10 | 1 | -9 | -2
CendR NRP1 mod | -10 | -8 | -1 | 0 | -5 | -2
MsrA act | -2 | -3 | -11 | -3 | -2 | -5
STEP block | 0 | 2 | -1 | 3 | 0 | -2
Tb MetRS inh | -0.3 | 0.2 | -2.4 | 0.0 | 0.1 | -0.1
DNMT1 inh | -1 | 1 | 0 | 5 | -2 | -7
eLon inh | 0 | 15 | 1 | -10 | -3 | 3
SUMO1-SIM PPI | 4 | -5 | 1 | 3 | -7 | 2

An excerpt of these results, with values under each structure.
Values run as follows: LMPTP block | MsrA inh | Scp-1 inhibitor | CendR NRP1 mod | MsrA act | STEP block | Tb MetRS inh | DNMT1 inh | eLon inh | SUMO1-SIM PPI
[1] O=C(COc1ccc(Br)cc1)NC1CC1
 : -0.1 | 0.7 | -5 | 5 | -4 | 0 | -0.2 | 2 | -4 | 0
[2] O=C(CSc1nnc2ccccn12)Nc1nsc(-c2ccccc2)n1
 : -1.0 | 0.5 | -4 | 4 | -2 | 0 | -0.4 | 4 | -31 | 0
[3] COc1ccc(C2C(=O)c3ccccc3C2=O)c(OC)c1
 : -1.8 | 0.2 | -2 | 8 | -1 | 1 | -0.5 | -2 | 1 | -21
[4] CCOc1ccc(N(CC(=O)Nc2nccs2)S(=O)(=O)c2c(C)[nH]c(=O)[nH]c2=O)cc1
 : -1.1 | -1.2 | -1 | 1 | -4 | -3 | -0.5 | -1 | -1 | 15
[5] CSCc1ccc(C(=O)NCc2ccc(F)cc2)cc1
 : 0.9 | -0.5 | 0 | 3 | -9 | -2 | -1.3 | -3 | 10 | 0
[6] Cc1ccc(S(=O)(=O)Nc2nc3c(s2)C(=O)CC(C)(C)C3)cc1
 : -0.2 | 6.7* | 3 | -14 | -12 | 1 | -1.1 | 1 | -7 | 1
[7] O=C(Nc1nc2ccccc2s1)C1CCCO1 (centres undefined)
 : 0.2 | -0.3 | -5 | -10 | -2 | 0 | -0.3 | -1 | 0 | 4
[8] CCCCc1cc(=O)oc2cc(C)cc(OCC(=O)O)c12
 : -0.8 | 0.3 | -5 | -8 | -3 | 2 | 0.2 | 1 | 15 | -5
[9] COC(=O)c1cn(-c2ccccc2)nc1-c1ccc(OC)c(OC)c1
 : -1.0 | 3.1 | -10 | -1 | -11 | -1 | -2.4 | 0 | 1 | 1
[10] COc1ccc2[nH]c3c(c2c1)CCN1C(=O)C(CC(=O)NCCC2=CCCCC2)C[C@H](C(=O)N2CCOCC2)[C@@]31C (some centres undefined)
 : -1.5 | 2.5 | 1 | 0 | -3 | 3 | 0.0 | 5 | -10 | 3
[11] Cc1nn(-c2ccccc2)c(Cl)c1/C=C(\CC(=O)O)c1nc2ccccc2s1
 : 0.6 | 3.2 | -9 | -5 | -2 | 0 | 0.1 | -2 | -3 | -7

(listing goes on)
[13] COc1ccc(N2CCN(CCCNC(=O)C3CCCN(S(=O)(=O)c4c(C)n[nH]c4C)C3)CC2)cc1 (centres undefined)
[14] CC1CCCC(NC(=S)Nc2cccc(S(=O)(=O)N(C)C)c2)C1C (centres undefined)
[15] Cn1ccnc1C1CCCCN1Cc1nc(Cc2ccccc2F)no1 (centres undefined)
[16] CC1(C)Cc2cccc(OCC(=O)NC3CC3)c2O1
[17] O=C(NCc1ccccn1)c1ccc(N2CCCC2)c([N+](=O)[O-])c1
[18] O=S(=O)(Cc1ccccc1)N=Nc1c(O)[nH]c2ccc(Br)cc12
Assay by compound | 13 | 14 | 15 | 16 | 17 | 18
LMPTP block | 0.2 | -0.4 | -1.2 | -0.7 | -0.4 | 1.3
MsrA inh | 3.0 | 1.0 | -0.2 | -1.0 | 0.4 | ·
Scp-1 inhibitor | -3 | -24 | -9 | -4 | -4 | -12
CendR NRP1 mod | 8 | 2 | -11 | 11 | -7 | 14
MsrA act | -2 | 0 | -3 | -3 | -1 | 3
STEP block | 0 | 4 | -5 | 1 | -4 | 3
Tb MetRS inh | -0.1 | 1.8 | 0.3 | -0.5 | -0.3 | 1.0
DNMT1 inh | -6 | 5 | 1 | 2 | -1 | -9
eLon inh | -6 | 8 | 1 | -2 | -9 | -1
SUMO1-SIM PPI | 1 | -2 | -3 | 6 | -23 | 7

[19] Cn1c(/C=C/c2cccc([N+](=O)[O-])c2)c([N+](=O)[O-])c(=O)n(C)c1=O
[20] O=C(/C=C/c1cccs1)c1cc(F)ccc1OC(=O)N1CCOCC1
[21] Cc1ccccc1-n1nc2c(c1NC(=O)c1cc3ccccc3oc1=O)CS(=O)C2 (centres undefined)
[22] CCOC(=O)C1CCCCN1Cc1cccc(C(F)(F)F)c1 (centres undefined)
[23] COc1ccc(N2CCc3c(C)nc4c(OC)cc(OC)cc4c32)c(OC)c1
[24] COc1cc2c(cc1NC(=O)COCC(=O)O)oc1ccccc12
[25] O=C(CN1C(=O)NC2(CCCC2)C1=O)Nc1ccc(Cl)cc1F
[26] CCOc1ccc(-c2noc(CCCC(=O)NC3CCCC3)n2)cc1OC
Assay by compound | 19 | 20 | 21 | 22 | 23 | 24 | 25 | 26
LMPTP block | -3.2 | 0.6 | 0.9 | -1.8 | 5.4 | -2.0 | -1.0 | -1.2
MsrA inh | 0.8 | 2.4 | · | 1.2 | 1.1 | 1.1 | 0.8 | 0.6
Scp-1 inhibitor | -6 | -12 | -10 | -3 | 5 | -6 | -3 | -4
CendR NRP1 mod | -8 | -8 | 7 | -39 | -20 | 16 | -2 | 10
MsrA act | -3 | 0 | -2 | -1 | -2 | -4 | -3 | -1
STEP block | -2 | -1 | -3 | -2 | 2 | -1 | 4 | 1
Tb MetRS inh | 1.5 | -0.1 | -0.4 | 1.1 | -0.3 | -0.9 | -0.5 | -0.7
DNMT1 inh | 2 | -6 | 4 | 5 | -2 | 1 | -1 | 33
eLon inh | 2 | -4 | -4 | 0 | -5 | -3 | 1 | 13
SUMO1-SIM PPI | -17 | -10 | -19 | 3 | -16 | 0 | 1 | 0
